Assay outcomes as filed in PubChem.
Pf gametocyte: P. falciparum stage V gametocyte viability inhibition; P. falciparum stage V gametocytes, ATP luminescence, 24 h; inhibition, % at 10.9 µM; hit rate 0.065% among 150,000; AID 743093;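 active = inhibition above the mean plus 3 SD of compounds within the control limits, set per campaign, cut at about 38% in these data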;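 note: 0% = DMSO wells and 100% = medium only without gametocytes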
Rac1 wt GTP bind: alters GTP binding to wildtype human Rac1 | hit rate 0.27% among 190,000 | P63000 | GST-Rac1 beads, fluorescent GTP binding, flow cytometry; actives lie on both sides; 0 = cold GTP competed, 100 = untreated | GTP binding activity (% of control), % at 10 µM;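 active = GTP binding activity at least 20 points away from the 100% control level, either lower or higher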
ABCG2 block: human ABCG2 inhibition, ABCB1 as counter-screen | IgMXP3 cells, JC-1 efflux, flow cytometry | inhibition, % at 6.6 µM | hit rate 0.1% among 190,000 | Q9UNQ0;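 active = inhibition above 80%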;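 note: 0% = DMSO and 100% = nicardipine control wells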
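material = IgMXP3 (ABCG2) plus far-red-tagged CCRF-Adr (ABCB1) cells | amount = 3 million cells/mL, equal mix of both lines | also added = JC-1 transporter substrate | dosing = one concentration, 6.6 µM final | schedule = 10 min at 25 °C | measured by = flow cytometric JC-1 green MFI at 530 nm | read-out basis = percent efflux inhibition, scaled nicardipine 100% to DMSO 0%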
Cdc42 wt: modulators (inhibitors or activators) of GTP binding to human Cdc42 wildtype; P60953; GST-Cdc42 beads, Bodipy-GTP binding, flow cytometry; actives lie on both sides; percent activity (GTP binding), % at 10 µM; hit rate 0.2% among 190,000; AID 761;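 active = percent activity GTP binding at least 20 points away from the 100% baseline, either down as inhibitor or up as activator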;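 note: median bead fluorescence of bound Bodipy-FL-GTP at 100 nM; 0% = excess unlabeled GTP control and 100% = no compound control; below 100% means less GTP binding so inhibitor and above means activator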
Rab7 wt modul: dog Rab7 wildtype GTP binding, inhibitors and activators; GST-Rab7 beads, fluorescent GTP binding, flow cytometry; actives lie on both sides; untreated = 100%, excess cold GTP = 0%; GTP binding activity (percent of control), % at 10 µM; hit rate 0.055% among 190,000;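 active = fluorescent GTP binding to Rab7 beads changed by at least 20 points from the 100% baseline, either direction, mostly lower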;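 note: median green fluorescence of bound Bodipy-FL-GTP per Rab7 bead population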
Rac1 act GTP bind: alters GTP binding to activated mutant human Rac1. P63000. GST-Rac1 activated beads, fluorescent GTP binding, flow cytometry; actives lie on both sides; 100% means binding = to untreated wells. percent activity (GTP binding), % at 10 µM. hit rate 0.11% among 190,000. AID 764;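 active = GTP binding at least 20 percentage points away from the 100% baseline, in either direction, so actives lie on both sides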
HRas wt GTP bind: modulators of GTP binding to human HRas wildtype; GST-Ras wt beads, Bodipy-FL-GTP binding, flow cytometry; actives lie on both sides; hit rate 0.14% among 190,000; GTP binding activity, % at 10 µM; P01112;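 active = GTP binding activity at least 20% away from the 100% baseline, either lowered as inhibitor or raised as activator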;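 note: 0% = unlabeled GTP competition control and 100% = no-compound control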
Avidin bead fluor: compound fluoresces at 488/530 nm on avidin beads; compound fluorescence 488/530 nm, flow cytometry; hits give high values; fluorescence (KMESF) at 10 µM; hit rate 0.38% among 220,000; in the data active = fluorescence above about 47; note: inactives centre near 10
Rab2 wt GTP: changes GTP binding to wildtype dog Rab2A, up or down | P61105 | GST-Rab2 wt beads, Bodipy-GTP binding, flow cytometry | GTP binding activity, % at 10 µM | hit rate 0.19% among 190,000;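 active = GTP binding activity at least 20 points away from 100%, either lowered or raised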;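 note: 0% = beads with excess unlabeled GTP and 100% = no-compound control corrected for plate trend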
GSH bead fluor: compound fluoresces at 488/530 nm on GSH beads; GSH beads flow cytometry, compound fluorescence 488/530 nm; hits give high values; fluorescence (KMESF) at 10 µM; hit rate 0.25% among 190,000; in the data active = fluorescence above about 89;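 note: glutathione beads carrying GST-tagged Bcl family fusion proteins plus one bare bead set; values are compound well signal with DMSO vehicle wells as background; inactives centre near 16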
ABCB1 block: human ABCB1 inhibition, ABCG2 as counter-screen; P08183; CCRF-Adr cells, JC-1 efflux, flow cytometry; inhibition, % at 6.6 µM; hit rate 0.067% among 190,000; AID 1326; in the data active = inhibition above about 40%;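 note: 0% = vehicle and 100% = reference inhibitor; higher value means more JC-1 retained so stronger ABCB1 efflux block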
Target sequence (P08183 whole entry, looked up): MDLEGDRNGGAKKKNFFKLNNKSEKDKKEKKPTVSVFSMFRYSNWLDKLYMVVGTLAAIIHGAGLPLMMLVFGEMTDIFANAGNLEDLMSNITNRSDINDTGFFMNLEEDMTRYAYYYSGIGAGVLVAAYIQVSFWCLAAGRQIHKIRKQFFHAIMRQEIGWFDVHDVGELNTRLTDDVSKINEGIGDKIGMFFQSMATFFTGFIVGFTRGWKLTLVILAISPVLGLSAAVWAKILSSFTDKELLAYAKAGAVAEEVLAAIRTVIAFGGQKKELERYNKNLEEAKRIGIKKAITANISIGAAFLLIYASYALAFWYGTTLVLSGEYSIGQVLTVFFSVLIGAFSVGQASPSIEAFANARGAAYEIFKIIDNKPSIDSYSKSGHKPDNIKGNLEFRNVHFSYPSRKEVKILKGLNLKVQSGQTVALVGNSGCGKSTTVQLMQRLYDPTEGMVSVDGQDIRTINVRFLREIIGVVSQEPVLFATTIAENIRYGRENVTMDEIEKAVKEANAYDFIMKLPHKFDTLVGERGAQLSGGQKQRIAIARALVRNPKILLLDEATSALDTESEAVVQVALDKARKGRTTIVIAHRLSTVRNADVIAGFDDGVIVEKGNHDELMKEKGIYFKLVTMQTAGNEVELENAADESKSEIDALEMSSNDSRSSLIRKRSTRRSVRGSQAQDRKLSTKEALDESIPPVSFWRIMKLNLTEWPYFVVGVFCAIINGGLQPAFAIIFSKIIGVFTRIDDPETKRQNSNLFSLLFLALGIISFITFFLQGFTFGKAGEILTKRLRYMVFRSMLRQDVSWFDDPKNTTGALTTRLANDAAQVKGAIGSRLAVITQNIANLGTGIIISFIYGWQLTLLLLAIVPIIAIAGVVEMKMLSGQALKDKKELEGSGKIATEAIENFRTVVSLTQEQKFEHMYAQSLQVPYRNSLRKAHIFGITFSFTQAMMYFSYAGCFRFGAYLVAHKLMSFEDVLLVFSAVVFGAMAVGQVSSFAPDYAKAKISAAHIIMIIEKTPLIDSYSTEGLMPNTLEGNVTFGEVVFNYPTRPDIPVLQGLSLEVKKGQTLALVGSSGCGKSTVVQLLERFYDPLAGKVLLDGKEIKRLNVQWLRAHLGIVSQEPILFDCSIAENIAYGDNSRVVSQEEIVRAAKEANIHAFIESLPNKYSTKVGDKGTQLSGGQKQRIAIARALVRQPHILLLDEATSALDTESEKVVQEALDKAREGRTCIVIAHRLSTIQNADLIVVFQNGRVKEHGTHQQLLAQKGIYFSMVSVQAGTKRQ
* marks the source's active call; other numbers are inactive results; nt = no result given.

Start of the listing, in advance:
SMILES	Pf gametocyte	Rac1 wt GTP bind	ABCG2 block	Cdc42 wt	Rab7 wt modul	Rac1 act GTP bind	HRas wt GTP bind	Avidin bead fluor	Rab2 wt GTP	GSH bead fluor	ABCB1 block
CCOC(=O)c1ccc(N2CN=C3SCC(=O)N3C2)cc1	14.8	98.0	2.0	97.0	99.0	96.0	98.0	23	96.0	26	0.3
CCn1c(SCC(=O)NCc2ccccc2)nc2ccccc2c1=O	11.5	104.0	19.9	100.0	102.0	100.0	102.0	13	99.0	14	0.4

This part in full, repeating the preview:
SMILES	Pf gametocyte	Rac1 wt GTP bind	ABCG2 block	Cdc42 wt	Rab7 wt modul	Rac1 act GTP bind	HRas wt GTP bind	Avidin bead fluor	Rab2 wt GTP	GSH bead fluor	ABCB1 block
CCOC(=O)c1ccc(N2CN=C3SCC(=O)N3C2)cc1	14.8	98.0	2.0	97.0	99.0	96.0	98.0	23	96.0	26	0.3
CCn1c(SCC(=O)NCc2ccccc2)nc2ccccc2c1=O	11.5	104.0	19.9	100.0	102.0	100.0	102.0	13	99.0	14	0.4
Cc1ncc(CN2CCCC(CCC(=O)NCc3ccccc3F)C2)s1 (stereo not drawn)	nt	100.0	0.0	97.0	103.0	96.0	100.0	11	99.0	15	-0.1
CCS(=O)(=O)Nc1ccc(-c2nnc(SCC(=O)c3ccc(NC(C)=O)c(OC)c3)o2)cc1	-9.6	106.0	-0.8	105.0	101.0	100.0	102.0	32	100.0	14	-0.1
CCNC(=S)Nc1ccc2cn[nH]c2c1	nt	103.0	1.3	98.0	104.0	97.0	99.0	3	94.0	19	0.2
O=C1CSC(c2cccnc2)N1C1CCCCC1 (stereo not drawn)	-10.2	99.0	-0.5	104.0	105.0	95.0	105.0	16	104.0	5	0.1
O=C(CSc1nc2cccnc2n1Cc1ccccc1)N1CCCC1	nt	104.0	17.6	101.0	99.0	99.0	99.0	8	100.0	36	1.8
CCC(=O)Nc1ccc2c(c1)nc1n2CCN(C2CCCCC2)C1	-11.7	97.0	0.2	97.0	92.0	96.0	93.0	12	96.0	14	-0.1
O=C(OCc1cc(=O)n2cc(Br)ccc2n1)c1ccc(Cl)c(S(=O)(=O)NCc2ccccc2)c1	6.9	99.0	-10.5	99.0	102.0	99.0	98.0	0	96.0	7	-1.0
CCCCc1ccc(-n2nnnc2SCC(=O)Nc2cc(OC)c([N+](=O)[O-])cc2C)cc1	14.4	99.0	-2.2	97.0	94.0	95.0	95.0	1	94.0	17	0.4
Nc1ccc(N2CCCCC2)c(Cl)c1	nt	99.0	0.7	100.0	102.0	94.0	99.0	10	96.0	11	-0.2
O=C(c1ccc(=O)n(Cc2ccccc2)n1)N1CCN(C/C=C/c2ccccc2)CC1	nt	101.0	1.1	107.0	98.0	101.0	104.0	8	105.0	69	0.8
Cc1cccc(Oc2ncnc3oc(-c4ccccc4)cc23)c1C	-6.6	101.0	-0.3	102.0	101.0	99.0	101.0	6	101.0	27	0.0
Cc1ccc(Nc2nc(CSc3nnc(-c4ccccc4C)n3C)cs2)cc1	nt	100.0	13.0	98.0	99.0	98.0	100.0	6	98.0	16	2.6
CCOc1ccc2c(c1)OC(c1ccccc1)(C(F)(F)F)NC2=O (stereo not drawn)	nt	105.0	7.8	101.0	100.0	99.0	104.0	13	103.0	15	0.2
CCc1cc2c(=O)n(Cc3ccco3)c(SCC(=O)N(C)C3CCS(=O)(=O)C3)nc2s1 (stereo not drawn)	21.9	95.0	1.8	96.0	101.0	96.0	97.0	10	99.0	13	4.6
COc1ccc(N2C(=NC(C)=O)SC3CS(=O)(=O)CC32)cc1OC (stereo not drawn)	-9.9	107.0	1.3	101.0	98.0	100.0	102.0	5	101.0	14	0.0
Oc1ccccc1-c1cc(C(F)(F)C(F)F)[nH]n1	nt	107.0	4.0	107.0	101.0	100.0	102.0	13	103.0	15	0.4
Fc1ccccc1CSc1nncn1NC/C=C/c1ccccc1	nt	100.0	2.8	97.0	100.0	97.0	99.0	22	100.0	50	0.6
Cc1cccc(-n2cc(CN(C)Cc3nccn3C)c(-c3cccc(F)c3)n2)c1	4.4	95.0	4.0	98.0	94.0	93.0	95.0	11	95.0	16	1.3
OCCN1CN=C(Nc2nc3ccccc3o2)NC1	nt	102.0	2.1	99.0	95.0	99.0	98.0	10	100.0	60	0.1
CCc1ccc(CN(C)Cc2nc(Cc3ccccc3)no2)nc1	-20.3	97.0	1.6	98.0	102.0	97.0	98.0	1	100.0	13	0.3
CCC[n+]1cn(/C(C(=S)Nc2cccc(Cl)c2C)=C(/[O-])c2ccc(OC)c(OC)c2)c2ccccc21	9.4	100.0	-0.6	98.0	103.0	98.0	99.0	10	98.0	75	0.0
Cc1cc(C)cc(N2CCN(C(=O)N3CCOCC3)CC2)c1	-8.9	99.0	1.5	97.0	100.0	95.0	102.0	20	101.0	11	0.5
CC1CCCN(S(=O)(=O)c2ccc(NC(=O)c3cccc(-n4cnnn4)c3)cc2)C1 (stereo not drawn)	-4.5	103.0	1.7	100.0	98.0	98.0	101.0	12	99.0	24	0.0
CCOC(=O)N1CCN(C(=O)C2CC(c3ccccc3OC)=NO2)CC1 (stereo not drawn)	nt	102.0	2.5	104.0	103.0	101.0	102.0	36	103.0	10	0.7
Cc1nnsc1C(=O)N/N=C/c1ccccc1	0.9	102.0	0.7	102.0	96.0	101.0	101.0	3	101.0	12	-0.4
CCN=C(NCC)SC1CC(=O)N(c2ccccc2)C1=O (stereo not drawn)	14.4	106.0	4.8	101.0	102.0	99.0	101.0	7	100.0	28	0.8
O=C(N/N=C/c1ccc(O)cc1)/C(=C/c1ccccc1)CCO	nt	102.0	30.8	103.0	101.0	99.0	99.0	22	99.0	11	0.0
COC(=O)c1c(NC(=O)CN2C(=O)c3ccccc3C2=O)sc(Cc2ccc3c(c2)OCO3)c1C	nt	110.0	2.1	107.0	98.0	100.0	99.0	nt	100.0	17	1.0
O=C(NCc1ccccc1)C1Cc2ccccc2CN1C(=O)c1ccco1 (stereo not drawn)	5.6	102.0	5.5	100.0	97.0	96.0	100.0	11	98.0	12	0.5
O=C(c1ccccc1)N1CCN(C(=S)NCc2ccco2)CC1	5.7	98.0	4.5	96.0	104.0	98.0	100.0	24	100.0	31	1.1
COc1ccc(CN2CCNC(=O)C2CC(=O)N2CCCCO2)c(OC)c1 (stereo not drawn)	0.1	104.0	2.6	93.0	92.0	98.0	96.0	10	94.0	14	1.0
COCC(=O)Nc1nc2ccc(S(C)(=O)=O)cc2s1	-1.5	92.0	2.8	94.0	91.0	92.0	94.0	11	93.0	32	0.2
CCOc1cc(/C=N/NC(=O)Cc2ccc(C(F)(F)F)cc2[N+](=O)[O-])ccc1O	1.2	99.0	2.4	96.0	98.0	99.0	97.0	12	94.0	5	0.2
O=C(Nc1cccnc1)Nc1ccc(Cl)cc1Cl	-32.7	93.0	9.2	105.0	106.0	98.0	98.0	10	96.0	20	0.8
CSc1ccccc1C(=O)C1CCCN(C(=O)c2cc(C(C)C)no2)C1 (stereo not drawn)	-31.4	99.0	23.9	97.0	93.0	95.0	96.0	15	98.0	12	1.8
CN(Cc1ccccc1)C(=O)COC(=O)Cn1cnc2ccccc21	-0.2	98.0	8.8	98.0	96.0	94.0	97.0	10	98.0	25	0.5
Cc1c(Nc2nc(-c3ccc(Cl)cc3)cs2)c(=O)n(-c2ccccc2)n1C	-4.3	104.0	8.7	104.0	96.0	98.0	98.0	6	98.0	11	0.2
O=C(CCn1cnnn1)Nc1ccc(Cl)cc1Cl	14.6	102.0	1.3	95.0	107.0	97.0	97.0	11	99.0	16	-0.2
Cc1ccc(C(C)NC(=O)c2ccco2)cc1 (stereo not drawn)	2.2	101.0	4.7	96.0	91.0	93.0	96.0	5	95.0	16	0.3
COc1ccc2[nH]cc(C(O)CN3CCN(c4ccccc4)CC3)c2c1 (stereo not drawn)	nt	103.0	-0.4	104.0	99.0	99.0	99.0	21	101.0	21	0.6
O=C(c1cccs1)c1coc2ccc(O)cc12	-30.9	98.0	3.8	99.0	103.0	99.0	100.0	12	101.0	24	0.1
C/C=C/Cn1c(N(C)Cc2ccccc2)nc2c1c(=O)[nH]c(=O)n2C	nt	108.0	3.3	102.0	100.0	98.0	102.0	5	102.0	17	1.1
O=C1N2c3ccccc3CCc3cccc(c32)C1(O)C(F)(F)F (stereo not drawn)	-13.1	104.0	16.3	98.0	104.0	101.0	102.0	10	101.0	12	1.0
O=C(CO/N=C/c1ccccc1OC(F)F)NC1CCCC1	5.4	102.0	7.5	98.0	103.0	95.0	96.0	9	96.0	16	1.3
O=C(CNC(=S)NC(=O)c1cccs1)c1ccccc1	7.5	99.0	5.7	97.0	100.0	99.0	100.0	11	98.0	15	-0.1
CC(C)CN(CC(C)C)S(=O)(=O)N1CCC(C(=O)NCCN2CCOCC2)CC1	nt	99.0	1.4	100.0	96.0	98.0	101.0	10	99.0	26	0.4
O=C(CN1CCN(c2ccccc2F)CC1)c1ccc2cc[nH]c2c1	nt	103.0	-1.1	99.0	98.0	98.0	99.0	7	100.0	18	-0.8
N#CCc1nc(CSc2nc3ccccc3o2)cs1	-21.7	94.0	2.8	92.0	92.0	92.0	93.0	5	94.0	53	-0.1

Following part.
SMILES	Pf gametocyte	Rac1 wt GTP bind	ABCG2 block	Cdc42 wt	Rab7 wt modul	Rac1 act GTP bind	HRas wt GTP bind	Avidin bead fluor	Rab2 wt GTP	GSH bead fluor	ABCB1 block
CCOc1ccc(-c2nnn(CCC#N)n2)cc1OC	-13.9	99.0	0.6	97.0	99.0	98.0	99.0	7	97.0	17	0.0
O=C(CCc1c[nH]c2ccccc12)NCC1COc2ccccc2O1 (stereo not drawn)	11.0	101.0	0.1	98.0	102.0	99.0	100.0	11	100.0	59	-0.3
Cc1ccnc2nc(C(=O)OCC(=O)NCCc3ccccc3)nn12	-20.7	102.0	5.3	98.0	99.0	100.0	97.0	5	97.0	11	0.0
O=C1CCCN1CCCN1C(=O)N[C@@H](Cc2ccccc2)C1=O	nt	106.0	6.1	108.0	102.0	104.0	109.0	8	107.0	20	1.6
CCc1cc2c(NC3CCCC3)ncnc2s1	9.4	98.0	5.9	99.0	102.0	96.0	100.0	10	99.0	18	1.0
Cc1cc(NS(=O)(=O)c2ccc(NC(=O)CSc3nnc(-c4ccco4)n3C)cc2)nc(C)n1	-12.4	91.0	2.4	93.0	94.0	94.0	95.0	15	92.0	14	0.2
CCOC(=O)Cc1csc(/N=C/c2c(O)n(-c3ccc(C)c(C)c3)c(=O)c3ccccc23)n1	nt	105.0	6.0	103.0	99.0	102.0	99.0	6	100.0	16	1.7
CCn1c(SCC(=O)NCCOc2ccccc2)nc2ccccc2c1=O	nt	99.0	10.2	98.0	100.0	100.0	98.0	0	99.0	63	1.9
